CHRM1 PAM – potentiates human M1 receptor response to acetylcholine. P11229. CHO-K1 hM1, Fluo-8 calcium fluorescence, ACh EC20; 0% = ACh EC20, 100% = maximal ACh. activation, % at 3 µM. 0.088% of 360,000 active; in the data active means activation above about 19%, passing the limit was not always enough
CHRM4 agonist – agonists of human muscarinic M4 receptor (CHRM4). P08173. CHO-K1 hM4/Gqi5, Fluo-8 calcium fluorescence; vehicle 0%, full acetylcholine response 100%. activation, % at 3 µM. 0.14% of 360,000 active;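 active means activation above the run mean over all test wells plus 3 SD, cut at about 32% in these data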;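 further: peak over basal fluorescence ratio per well then scaled between controls; 0% = DMSO wells and 100% = acetylcholine at EC100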
Target sequence (P08173 whole entry, looked up): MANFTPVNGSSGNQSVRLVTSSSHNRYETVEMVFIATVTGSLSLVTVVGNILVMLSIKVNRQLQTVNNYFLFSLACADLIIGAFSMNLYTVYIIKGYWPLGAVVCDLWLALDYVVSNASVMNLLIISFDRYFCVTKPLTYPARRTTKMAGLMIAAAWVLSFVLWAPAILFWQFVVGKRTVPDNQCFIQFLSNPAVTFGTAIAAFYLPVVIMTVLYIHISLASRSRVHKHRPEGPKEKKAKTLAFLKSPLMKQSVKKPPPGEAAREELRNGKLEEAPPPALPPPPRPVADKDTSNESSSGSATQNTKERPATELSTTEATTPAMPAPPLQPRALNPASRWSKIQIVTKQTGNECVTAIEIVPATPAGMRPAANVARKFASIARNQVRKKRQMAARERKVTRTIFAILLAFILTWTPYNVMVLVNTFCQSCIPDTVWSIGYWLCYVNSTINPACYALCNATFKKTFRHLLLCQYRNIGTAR
M1 antag – blocks human M1 muscarinic receptor; CHO-K1 hM1, Fluo-8 calcium fluorescence, ACh EC80 antagonist; inhibition, % at 3 µM; 1.3% of 360,000 active; AID 588852;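 active means percent inhibition above its own plate's cutoff, namely the mean of that plate's compound wells plus 3 SD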;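 further: peak over basal fluorescence ratio during 140 s after agonist addition; 0% = ACh EC80 plus DMSO and 100% = DMSO alone without agonist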
CHRM4 PAM – potentiates acetylcholine response at human M4 receptor; P08173; CHO-K1 hM4/Gqi5, Fluo-8 calcium fluorescence, ACh EC20; 0% = ACh EC20, 100% = maximal ACh; 0.4% of 360,000 active; activation, % at 3 µM;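 active means activation above its plate's cutoff, the mean activation of sample wells plus 3 SD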; further: some results filed as inactive read as strong as hits
M5 antag – CHRM5 antagonism in calcium assay | P08912 | CHO-hM5 cells, Fluo-8 calcium fluorescence, ACh EC80 | inhibition, % at 3 µM | 0.59% of 360,000 active | AID 624040;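 active means inhibition above a per-plate cutoff, the mean of that plate's test compounds plus 3 SD, cut at about 27% in these data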;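 further: 0% = acetylcholine EC80 with DMSO and 100% = DMSO without agonist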
Target sequence (P08912 whole entry, looked up): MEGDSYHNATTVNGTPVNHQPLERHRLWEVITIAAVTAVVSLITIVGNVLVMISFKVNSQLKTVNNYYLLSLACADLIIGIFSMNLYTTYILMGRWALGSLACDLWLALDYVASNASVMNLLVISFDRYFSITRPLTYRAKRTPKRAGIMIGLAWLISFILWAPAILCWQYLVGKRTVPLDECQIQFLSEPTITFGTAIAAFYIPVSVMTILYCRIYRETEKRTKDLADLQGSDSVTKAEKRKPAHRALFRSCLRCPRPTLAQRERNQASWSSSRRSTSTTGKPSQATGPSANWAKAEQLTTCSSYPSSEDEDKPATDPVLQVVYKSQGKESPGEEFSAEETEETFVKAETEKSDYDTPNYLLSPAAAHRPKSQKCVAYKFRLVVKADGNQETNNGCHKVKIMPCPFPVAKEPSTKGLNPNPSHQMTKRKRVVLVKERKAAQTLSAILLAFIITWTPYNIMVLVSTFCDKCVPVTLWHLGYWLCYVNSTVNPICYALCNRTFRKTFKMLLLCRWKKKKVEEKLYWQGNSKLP
M5 PAM – potentiates acetylcholine response at human M5 receptor; CHO-K1 hM5, Fluo-8 calcium, ACh EC20 PAM; 0% = ACh EC20, 100% = ACh EC100; P08912; 0.3% of 360,000 active; activation, % at 3 µM; AID 624038;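 active means activation above the run cutoff, the mean activation of all test compounds plus 3 SD, cut at about 18% in these data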
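Test system: CHO-K1 hM5 cells / Doses: single-point, 3 µM nominal / Times: Post-acetylcholine fluorescence recording 140 s / Technique: Fluo-8 calcium fluorescence / Measure: Max/basal fluorescence ratio as % of EC20–EC100 ACh window / Benchmarks: low control EC20 acetylcholine (0%), high control EC100 acetylcholine (100%) / Replicates: one well per compound, no replicates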
M4 antag – CHRM4 antagonism in calcium assay | P08173 | CHO-hM4 cells, ACh EC80, Fluo-8 calcium fluorescence | inhibition, % at 3 µM | 0.73% of 360,000 active;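 active means inhibition above its plate's cutoff, the mean inhibition of sample wells plus 3 SD, cut at about 27% in these data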;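 further: 0% = acetylcholine EC80 with DMSO and 100% = DMSO without agonist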
CHRM5 agonist – CHRM5 agonism in calcium assay. P08912. CHO-K1 hM5 cells, Fluo-8 calcium fluorescence; 0% DMSO wells, 100% maximal acetylcholine response. activation, % at 3 µM. 0.19% of 360,000 active;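 active means activation above the run's mean over test compounds plus 3 SD, cut at about 23% in these data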;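 further: signal is peak over basal fluorescence ratio across the kinetic read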
CRFR2-BP ag – agonists of human CRF-binding protein/CRF-R2 receptor complex | HEK293 CRF-R2/CRF-BP, calcium dye fluorescence (FLIPR); percent of saturating CRF peptide response | activation, % at 13.2 µM | 0.46% of 350,000 active | AID 588473;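 active means activation of at least 50%, plus an integration ratio under a set limit after plate pattern correction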;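 further: plate controls were neutral control wells without compound for no effect and CRF at EC100 for full effect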
An asterisk follows results filed as active.

#1 CCOc1ccc(C(=O)OCCCN(C)C)cc1
#2 COc1c(NC(C)=O)c2ccccc2c2ccccc12
#3 Cc1ccc(-n2c(SCC(=O)Nc3ncc(Cl)cc3Cl)nc3ccccc32)cc1
#4 O=[N+]([O-])c1ccc(S(=O)(=O)NNC(=S)NCCc2ccccc2)cc1
#5 COc1cccc(/C=N/n2c(COc3ccccc3)n[nH]c2=S)c1O
#6 CCOC(=O)C1CCN(C(=O)c2ccc3c(=O)n4nc(Nc5ccccc5)sc4nc3c2)CC1
#7 O=C(CN1CCCCCC1)Nc1c(Cl)cc(Cl)cc1Cl
#8 CCCN1CCn2c3c(c4cc(Br)ccc42)CCCC31 (stereo unspecified)

assay / entry | 1 | 2 | 3 | 4 | 5 | 6 | 7 | 8
CHRM1 PAM | 10 | 2 | 5 | 7 | 4 | -16 | 16 | 9
CHRM4 agonist | 1 | 1 | -1 | 1 | 0 | 3 | -1 | 0
M1 antag | -6 | -15 | 5 | 0 | -10 | 10 | -10 | -1
CHRM4 PAM | -2 | 11 | 1 | 4 | 5 | -6 | -3 | 2
M5 antag | -2 | -3 | -7 | 3 | -1 | -3 | -1 | 1
M5 PAM | -3 | 8 | 16 | -3 | 3 | -3 | 5 | 7
M4 antag | -2 | -4 | -2 | -3 | -3 | -6 | -7 | 1
CHRM5 agonist | -2 | 1 | 2 | -1 | -2 | 0 | -2 | -2
CRFR2-BP ag | -1.4 | -1.4 | 3.5 | -0.1 | -2.7 | 1.6 | 0.2 | 0.2

#9 COC(=O)c1c(NC(=O)CSc2nnc(-c3ccco3)n2C)sc(C)c1C
#10 COc1ccccc1N(C)S(=O)(=O)c1ccc(C(=O)N(CC(N)=O)C(C)C)cc1
#11 COC(=O)c1cn(NC(=O)C2CCC(C(C)(C)C)CC2)c(=O)c2ccccc12 (stereo unspecified)
#12 Cc1ccn(C(=O)c2cc3c(C)nn(-c4ccccc4)c3s2)n1
#13 COc1cccc(/C=N/NC(=O)CSc2nnc(C)n2-c2ccccc2)c1OC
#14 Cc1[nH]nc(SCC(=O)NCc2ccc(F)cc2)c1[N+](=O)[O-]
#15 Cc1nn(Cc2ccc(Cl)cc2)c(C)c1NC(=O)CSc1n[nH]c(C)c1[N+](=O)[O-]
#16 CCOc1cc(OCC)cc(C(=O)Nc2cccnc2)c1

assay / entry | 9 | 10 | 11 | 12 | 13 | 14 | 15 | 16
CHRM1 PAM | 3 | 3 | 5 | 1 | -9 | -2 | 8 | 4
CHRM4 agonist | 1 | 1 | 0 | 0 | 1 | 1 | 7 | 3
M1 antag | -9 | -6 | -2 | 2 | -10 | 6 | 0 | -21
CHRM4 PAM | 4 | -3 | 6 | 5 | 6 | -10 | -2 | 10
M5 antag | -3 | 2 | 2 | -7 | 3 | 4 | 3 | -1
M5 PAM | 3 | 1 | -6 | 1 | 0 | -5 | -6 | 0
M4 antag | -5 | 3 | -2 | 5 | -4 | 8 | -8 | 3
CHRM5 agonist | 0 | 1 | -1 | -4 | 1 | -5 | -1 | 3
CRFR2-BP ag | -1.4 | 1.7 | -0.2 | 1.7 | -1.6 | -0.2 | -0.3 | 0.2

#17 O=c1ccc2c([nH]1)CCCCCCCCCC2
#18 CCOC(=O)c1cccc(NC(=O)CSc2nc(N)cc(N)n2)c1
#19 CCCc1nc(SCC(=O)N2c3ccccc3CC2C)c2c(C)c(C)sc2n1 (stereo unspecified)
#20 COc1ccc(NC(=O)CSc2nnc(NC(=O)c3ccc(S(=O)(=O)N4CCOCC4)cc3)s2)cc1
#21 CC(=O)/C(=C(/O)c1ccccc1)c1nc2ccccc2[nH]1
#22 CCN1C(=O)[C@H]2[C@@H](c3ccc(-c4ccc(Cl)c(Cl)c4)cc3)N[C@@](C)(C(=O)OC)[C@H]2C1=O
#23 CCC1=C2CC[C@H]3C(=O)NC(=O)[C@H]3[C@H]2[C@@]2(Cc3ccccc3)C(=NCC(=O)OC)OC(=O)N2C1=O
#24 Cc1ccc(OCCC(=O)OCC(=O)N2CCN(S(=O)(=O)c3ccc(Cl)cc3)CC2)cc1

assay / entry | 17 | 18 | 19 | 20 | 21 | 22 | 23 | 24
CHRM1 PAM | 15 | 3 | 9 | -5 | 7 | -6 | 2 | -3
CHRM4 agonist | -1 | 1 | 1 | 1 | 1 | 2 | 0 | 7
M1 antag | -6 | -5 | -10 | 6 | 1 | 13 | 1 | -1
CHRM4 PAM | 2 | 1 | 5 | 5 | 3 | 10 | 4 | -4
M5 antag | 19 | -9 | -3 | 15 | 0 | 7 | -8 | 3
M5 PAM | -4 | 4 | -2 | 23* | 7 | 4 | 6 | -4
M4 antag | -4 | -13 | -2 | 23 | -5 | -14 | -12 | -6
CHRM5 agonist | -5 | -2 | 0 | 7 | 2 | 2 | 1 | 1
CRFR2-BP ag | -2.9 | -0.6 | 0.7 | 0.1 | -0.2 | 4.9 | -2.3 | 7.0

#25 O=C(NC1(C(=O)NC2CCCC2)CCCCC1)c1ccc2c(c1)OCO2
#26 COc1cc2[nH]c(=S)nc(NCCc3ccc(S(N)(=O)=O)cc3)c2cc1OC
#27 CC(C)CCN1CCN(C2CCN(c3ccc4c(c3)OCO4)CC2)CC1CCO (stereo unspecified)
#28 Clc1ncccc1-c1nnn(-c2ccccc2)n1
#29 O=C(O)c1cccc(-n2cccc2/C=C2/NC(=O)N(c3cccc(Cl)c3)C2=O)c1
#30 COc1ccc(NC(=O)c2ccccn2)cc1S(=O)(=O)N1CCOCC1
#31 COc1ccc(CCn2c(C)cc(C(=O)CSc3nnnn3-c3ccccc3)c2C)cc1OC
#32 COc1ccc(-c2cc(C(=O)N3CCN(S(=O)(=O)c4ccccc4)CC3)[nH]n2)cc1

assay / entry | 25 | 26 | 27 | 28 | 29 | 30 | 31 | 32
CHRM1 PAM | 5 | 7 | 4 | 7 | -2 | 8 | 6 | -2
CHRM4 agonist | 0 | 0 | 2 | 3 | -1 | 2 | 2 | 5
M1 antag | -10 | -8 | -7 | 2 | -4 | -3 | -10 | -6
CHRM4 PAM | 9 | -9 | 9 | 9 | 18 | 8 | 2 | 13
M5 antag | 0 | 10 | -13 | 4 | -5 | 2 | 9 | 1
M5 PAM | 6 | 3 | 3 | 0 | 4 | -5 | -3 | -1
M4 antag | 8 | 3 | -15 | -1 | -5 | -9 | -1 | -15
CHRM5 agonist | 0 | 0 | -8 | -1 | 9 | 0 | -1 | 0
CRFR2-BP ag | -1.3 | 2.4 | -1.0 | -1.4 | -0.1 | -3.7 | 1.7 | -1.6

Excerpt: nos. 26–32
#26 COc1cc2[nH]c(=S)nc(NCCc3ccc(S(N)(=O)=O)cc3)c2cc1OC
#27 CC(C)CCN1CCN(C2CCN(c3ccc4c(c3)OCO4)CC2)CC1CCO (stereo unspecified)
#28 Clc1ncccc1-c1nnn(-c2ccccc2)n1
#29 O=C(O)c1cccc(-n2cccc2/C=C2/NC(=O)N(c3cccc(Cl)c3)C2=O)c1
#30 COc1ccc(NC(=O)c2ccccn2)cc1S(=O)(=O)N1CCOCC1
#31 COc1ccc(CCn2c(C)cc(C(=O)CSc3nnnn3-c3ccccc3)c2C)cc1OC
#32 COc1ccc(-c2cc(C(=O)N3CCN(S(=O)(=O)c4ccccc4)CC3)[nH]n2)cc1

assay / entry | 26 | 27 | 28 | 29 | 30 | 31 | 32
CHRM1 PAM | 7 | 4 | 7 | -2 | 8 | 6 | -2
CHRM4 agonist | 0 | 2 | 3 | -1 | 2 | 2 | 5
M1 antag | -8 | -7 | 2 | -4 | -3 | -10 | -6
CHRM4 PAM | -9 | 9 | 9 | 18 | 8 | 2 | 13
M5 antag | 10 | -13 | 4 | -5 | 2 | 9 | 1
M5 PAM | 3 | 3 | 0 | 4 | -5 | -3 | -1
M4 antag | 3 | -15 | -1 | -5 | -9 | -1 | -15
CHRM5 agonist | 0 | -8 | -1 | 9 | 0 | -1 | 0
CRFR2-BP ag | 2.4 | -1.0 | -1.4 | -0.1 | -3.7 | 1.7 | -1.6

New compounds follow.
#33 Cc1nc2c(C)cccn2c(=O)c1NC(=O)COc1ccccc1
#34 COc1c(C(=O)Nc2ccc(Cc3ccncc3)cc2)ccc2ccccc12
#35 COc1ccc2c(c1)OC[C@H]1[C@H]2N2C(=O)c3cc(OC)c(OC)cc3NC(=O)[C@@]2(C)[C@H]1c1ccccc1
#36 COc1cc(NS(=O)(=O)c2ccc(NC(=S)NC(=O)CC(C)C)cc2)nc(OC)n1
#37 COc1ccc(NC(C)=O)cc1NS(=O)(=O)c1cn(C)c(=O)n(C)c1=O
#38 O=C1CCCN1CCCNC(=S)Nc1ccc(F)c(Cl)c1
#39 Cc1ccc(-c2cc(C(=O)OC3CCOC3=O)c3ccccc3n2)c(C)c1 (stereo unspecified)
#40 C=CCN(c1ccccc1)S(=O)(=O)c1c(C)[nH]c(=O)[nH]c1=O

assay / entry | 33 | 34 | 35 | 36 | 37 | 38 | 39 | 40
CHRM1 PAM | 9 | -4 | 2 | 1 | -8 | -5 | 1 | 10
CHRM4 agonist | 5 | 20 | 4 | 0 | 1 | 8 | 1 | 1
M1 antag | -8 | 11 | -7 | 1 | 14 | 13 | 0 | 3
CHRM4 PAM | 14 | -30 | 0 | 4 | 2 | -14 | 3 | -8
M5 antag | -3 | 5 | 7 | -3 | 4 | 16 | -2 | 5
M5 PAM | -4 | -14 | 1 | 7 | -1 | -11 | 4 | 2
M4 antag | -12 | 5 | 12 | -4 | -1 | 13 | 0 | 8
CHRM5 agonist | 2 | 2 | 0 | -9 | 1 | 1 | -2 | 0
CRFR2-BP ag | 0.6 | 1.7 | 7.9 | -1.8 | -4.8 | -2.6 | 1.2 | -0.1

#41 COc1ccc(CCNC(=O)c2cnc(C)cn2)cc1
#42 O=C(O)CC(c1cccc(C(F)(F)F)c1)N1CCS(=O)(=O)CC1 (stereo unspecified)
#43 O=[N+]([O-])c1ccc(N2CCN(S(=O)(=O)c3ccc4ccccc4c3)CC2)cc1NCC1CCCO1 (stereo unspecified)
#44 NC(=O)c1ccc[n+](Cc2ccc(-c3ccccc3)cc2)c1
#45 NNC(=O)CSc1cccc2cccnc12
#46 Cc1ccc(S(=O)(=O)N2CCN(CC3CC4C=CC3C4)CC2)cc1 (stereo unspecified)
#47 Cc1ccc(OCCCNCCO)c(Br)c1

assay / entry | 41 | 42 | 43 | 44 | 45 | 46 | 47
CHRM1 PAM | 0 | 5 | 1 | -8 | 0 | -1 | 4
CHRM4 agonist | 3 | 1 | 0 | 16 | 1 | 3 | 1
M1 antag | 6 | -5 | -6 | 11 | 2 | 7 | -19
CHRM4 PAM | 5 | -1 | -2 | -8 | -12 | -7 | -4
M5 antag | -3 | -3 | 8 | 14 | 14 | 13 | -1
M5 PAM | 7 | -10 | -4 | -7 | -9 | -7 | 0
M4 antag | -3 | -2 | 4 | -5 | 6 | 4 | 10
CHRM5 agonist | -3 | -1 | -3 | -2 | -2 | -3 | -3
CRFR2-BP ag | -1.1 | 4.7 | 5.7 | 1.7 | -0.7 | 2.3 | 0.6

Assay outcomes as filed in PubChem BioAssay.

Hits appear at their usual frequency. About 2.8% of those tested had a hit in this group.
